OXTR potentiate – human OXTR potentiation. actives 0.061% (n = 320,000). AID 2445. activation, % at 3 µM. CHO-OTR cells, Fluo-8 calcium fluorescence, potentiator mode; 0% = oxytocin EC15, 100% = EC100. P30559;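 active = activation above that plate's cutoff, the mean activation of tested compounds plus 3 SD, cut at about 6.6% in these data, passing the limit was not always enough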;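 also: 100% uses oxytocin at 75 nM as the full agonist control; some results filed as inactive read as strong as hits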
Target sequence (P30559 whole entry, looked up): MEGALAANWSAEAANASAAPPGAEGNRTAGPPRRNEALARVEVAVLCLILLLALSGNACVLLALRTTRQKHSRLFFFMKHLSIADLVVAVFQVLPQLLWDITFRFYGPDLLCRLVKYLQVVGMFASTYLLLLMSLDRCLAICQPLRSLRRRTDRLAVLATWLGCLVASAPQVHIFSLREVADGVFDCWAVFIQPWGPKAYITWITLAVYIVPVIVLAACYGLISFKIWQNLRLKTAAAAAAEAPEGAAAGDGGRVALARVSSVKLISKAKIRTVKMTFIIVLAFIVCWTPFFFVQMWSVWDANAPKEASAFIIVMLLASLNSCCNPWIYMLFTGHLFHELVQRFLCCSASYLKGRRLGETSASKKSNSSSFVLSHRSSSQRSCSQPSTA
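System: human OTR in CHO cells; Also added: sub-maximal oxytocin, roughly EC15; Timing: compound 6 min at room temperature before oxytocin, 100 s read; Technique: Fluo-8 intracellular calcium fluorescence, ex 470-495, em 515-575 nm; Controls: oxytocin EC15 low and EC100 high; Replication: singlicate.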
M1 PAM parental – M1 PAM counterscreen hit in parental CHO-K1 cells | ATP EC20, Fluo-8 calcium fluorescence; 0% at ATP EC20, 100% at ATP max | activation, % at 3 µM | actives 0.02% (n = 360,000);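 active = activation above the run cutoff, the mean activation of all test compounds plus 3 SD, cut at about 40% in these data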;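 also: peak over basal fluorescence ratio in a 140 s read after ATP addition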
CHO parental Ca – counter-screen for OX1R antagonists: effect in parental CHO cells. parental CHO-K1, ATP-induced calcium, Fluo-8 fluorescence. AID 463079. inhibition, % at 5.6 µM. actives 0.63% (n = 330,000);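 active = inhibition above that plate's mean sample inhibition plus 3 SD, cut at about 26% in these data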;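 also: 0% = ATP-challenged DMSO wells and 100% = DMSO wells without ATP; some compounds past the cut are filed as inactive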
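Measured by: calcium-sensitive Fluo-8 fluorescence / Test system: CHO parental line / Controls: ATP-challenged DMSO wells low, unchallenged DMSO wells high / Measure: % inhibition / Compound: single nominal dose of 5.6 µM per compound / Replicates: single well per compound, no replicates / Reagent: ATP as calcium-mobilizing challenge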
V1aR counter – V1a receptor agonism, counter-screen for OXTR agonists | P37288 | activation, % at 3 µM | CHO-V1R cells, Fluo-8 calcium fluorescence, agonist mode; 0% DMSO, 100% 3 nM vasopressin | actives 0.25% (n = 320,000) | AID 2797;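 active = activation above the mean activation of all tested compounds plus 3 SD, per screening run, cut at about 20% in these data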;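 also: signal is peak over basal fluorescence ratio across a 100 second FLIPR read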
CHO-K1 Ca antag – M1 antagonist counterscreen hit in parental CHO-K1 cells. AID 602250. inhibition, % at 3 µM. actives 0.6% (n = 360,000). ATP-induced calcium, Fluo-8 fluorescence;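 active = inhibition above a per-plate cutoff, the plate's mean sample inhibition plus 3 SD, cut at about 24% in these data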;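 also: 0% = DMSO plus EC80 ATP and 100% = DMSO alone without ATP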
OXTR ag – human OXTR agonism; actives 0.32% (n = 320,000); activation, % at 3 µM; CHO-OTR cells, Fluo-8 calcium fluorescence; normalized: DMSO 0%, oxytocin 100%; AID 2435;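 active = activation above the mean of all tested compounds plus 3 SD, cutoff set per screening run, cut at about 20% in these data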;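 also: peak over basal fluorescence ratio from a 100 s FLIPR kinetic read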
TAAR1 antagonist – antagonists of human TAAR1; Q96RJ0; CHO RD-HGA16 TAAR1, Fluo-8 calcium fluorescence, antagonist; inhibition, % at 3 µM; actives 1.5% (n = 360,000); AID 624466;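 active = inhibition above a per-plate cutoff, the mean inhibition of test compounds on that plate plus 3 SD, cut at about 49% in these data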;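 also: 0% = DMSO plus EC80 beta-PEA response and 100% = DMSO alone without agonist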
Target sequence (Q96RJ0 whole entry, looked up): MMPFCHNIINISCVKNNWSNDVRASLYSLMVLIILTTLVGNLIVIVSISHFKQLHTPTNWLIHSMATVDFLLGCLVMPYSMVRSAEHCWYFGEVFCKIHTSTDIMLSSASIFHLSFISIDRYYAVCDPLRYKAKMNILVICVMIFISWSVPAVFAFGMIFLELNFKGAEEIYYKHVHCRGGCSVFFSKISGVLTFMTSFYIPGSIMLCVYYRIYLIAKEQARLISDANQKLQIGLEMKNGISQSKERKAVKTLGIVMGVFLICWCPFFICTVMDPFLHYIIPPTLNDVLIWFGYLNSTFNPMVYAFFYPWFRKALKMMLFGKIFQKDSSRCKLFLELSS
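Test system: CHO RD-HGA16 cells bearing hTAAR1 | Reagent: β-PEA, EC80 | Compound dosing: 3 µM, single point | Schedule: Dye loading 75 min at 37 °C, then 30 min room temperature | Signal: Calcium fluorescence with Fluo-8 | Evaluation: Percent inhibition of PEA-evoked calcium signal, max/basal emission ratio | Control set: DMSO-only wells and EC80 β-PEA-stimulated wells | Repeats: Singlicate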
CHO-K1 Ca ag – M1 agonist counterscreen hit in parental CHO-K1 cells | activation, % at 3 µM | Fluo-8 calcium fluorescence; scaled to maximal ATP response, vehicle zero | actives 0.48% (n = 360,000); in the data active = activation above about 15%;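 also: untransfected CHO-K1 host cells lacking M1 receptor as counterscreen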
GPR7 antagonist – blocks human GPR7 receptor signaling; P48145; GPR7-expressing cells, fluorescence antagonist assay; inhibition, % at 4.4 µM; actives 1.1% (n = 290,000); AID 1861; in the data active = inhibition above about 16%, passing the limit was not always enough;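 also: cells stimulated with the agonist NPW; 0% = agonist with vehicle and 100% = vehicle without agonist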
Target sequence (P48145 whole entry, looked up): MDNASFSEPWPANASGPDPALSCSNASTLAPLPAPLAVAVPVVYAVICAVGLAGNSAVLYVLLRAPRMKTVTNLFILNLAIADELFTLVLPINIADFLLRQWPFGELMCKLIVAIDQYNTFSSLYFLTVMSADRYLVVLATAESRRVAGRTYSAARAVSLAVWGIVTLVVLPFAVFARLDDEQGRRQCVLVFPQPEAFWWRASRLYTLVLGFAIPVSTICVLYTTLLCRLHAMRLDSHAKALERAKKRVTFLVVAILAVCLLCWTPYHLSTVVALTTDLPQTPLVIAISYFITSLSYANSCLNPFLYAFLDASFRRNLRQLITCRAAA
Active calls of the source: *; · = no result given.

no.	structure	OXTR potentiate	M1 PAM parental	CHO parental Ca	V1aR counter	CHO-K1 Ca antag	OXTR ag	TAAR1 antagonist	CHO-K1 Ca ag	GPR7 antagonist
1	COc1ccc(-c2cnc3c(NC(C)=O)cc(-c4cccc(C(=O)NCCN(C)C)c4)cn23)cc1OC	·	9	·	·	1	·	20	0.1	·
2	COc1ccc2oc(=O)cc(CN3CCN(Cc4ccccc4)CC3)c2c1	·	-9	·	·	-9	·	-22	1.1	·
3	O=C(O)Cn1nc(-c2ccc(Cl)cc2)ccc1=O	-10	6	-6	0.2	-10	0.1	-5	0.5	-2
4	Cc1cc(C)c(C)c(S(=O)(=O)N2CCN(C(=O)c3ccco3)CC2)c1C	1	3	-15	0.2	-8	-1.2	-39	3.2	·
5	Cc1cc(-n2c(=O)c(C#N)cc3c(=O)n4ccccc4nc32)no1	-9	22	-8	0.0	-2	-0.6	-7	0.7	-6
6	O=C(Nc1ccccn1)c1ccc(Br)s1	-3	18	-17	-1.1	0	-1.1	-3	0.2	2
7	Cc1cccc(Oc2ccc(NC(=O)c3ccccc3C(=O)O)cc2)c1	-5	6	-3	2.7	-13	1.1	-23	0.3	-8
8	Cc1nnc(NC(=O)CSc2nnc3ncccn23)s1	-13	-11	9	-0.2	-2	0.0	-12	0.1	2
9	O=C(N/N=C/c1cc(Br)c(O)c(Br)c1)C1CC1	-11	8	5	-0.5	-19	0.6	-9	0.6	-14
10	CCOC(=O)C1CCN(S(=O)(=O)c2ccc(OC)c(Cl)c2Cl)CC1	-5	29	-7	1.0	-14	-1.2	6	3.6	-4
11	CCCCn1c(N)c(N(CCOC)C(=O)CCCc2cccs2)c(=O)[nH]c1=O	-5	-10	-23	-0.3	8	0.8	-25	-0.3	·
12	Cc1ccc(S(=O)(=O)Nn2c(C)ccc2C)cc1	-11	12	-16	-0.8	0	-1.4	2	0.0	11

Limited to M1 PAM parental, TAAR1 antagonist and OXTR potentiate, for four of the compounds above:
| nr | Compound | M1 PAM parental | TAAR1 antagonist | OXTR potentiate |
| --- | --- | --- | --- | --- |
| 1 | COc1ccc(-c2cnc3c(NC(C)=O)cc(-c4cccc(C(=O)NCCN(C)C)c4)cn23)cc1OC | 9 | 20 | · |
| 2 | COc1ccc2oc(=O)cc(CN3CCN(Cc4ccccc4)CC3)c2c1 | -9 | -22 | · |
| 3 | O=C(O)Cn1nc(-c2ccc(Cl)cc2)ccc1=O | 6 | -5 | -10 |
| 4 | Cc1cc(C)c(C)c(S(=O)(=O)N2CCN(C(=O)c3ccco3)CC2)c1C | 3 | -39 | 1 |

(listing goes on)
no.	structure	OXTR potentiate	M1 PAM parental	CHO parental Ca	V1aR counter	CHO-K1 Ca antag	OXTR ag	TAAR1 antagonist	CHO-K1 Ca ag	GPR7 antagonist
13	N/C(=N\OC(=O)c1cccc(Cn2cc(C(F)(F)F)ccc2=O)c1)c1ccc(Cl)cc1	0	11	-16	4.7	-4	1.7	-2	0.2	-9
14	CC(C(=O)N1CCCC1)N1CCN(S(=O)(=O)c2ccc(OC(F)(F)F)cc2)CC1 (stereo unspecified)	-1	-12	-7	0.6	-13	-0.8	0	-0.4	·
15	O=C(CN1C(=O)c2ccccc2C1=O)Oc1ccc(Cl)cc1	-18	-18	-10	-1.1	5	-0.5	5	1.5	18
16	O=C(Nc1ccccc1C(=O)O)/C(=C/c1ccc(Cl)cc1Cl)NC(=O)c1ccco1	-11	-1	1	-1.0	-4	-0.3	-12	0.4	1
17	CNC(=O)NC(=S)NC(=O)c1cccc(Cl)c1	-6	11	0	0.5	-11	-0.1	2	0.1	-3
18	O=C(CCl)N(C1CCCC1)C1CCS(=O)(=O)C1 (stereo unspecified)	-2	12	0	-0.2	-11	0.0	-12	1.8	-12
19	CCN(CC)C(=O)c1ccc(N)cc1	-9	6	-14	1.6	-9	-0.2	19	0.5	-14
20	CCOc1ccccc1C(=O)Nc1cc(=O)n(C)c(=O)n1C	-1	16	-1	0.9	-6	-0.1	12	0.1	-5
21	Cc1ccc(NC(=O)Cc2c(C(=O)O)n(C)c3ccccc23)cc1F	-14	19	-21	0.2	-9	-1.2	11	-0.8	-19
22	Cc1cnc(NC2=NCCC2)s1	-10	17	-3	-0.3	4	-0.7	-9	0.1	-18
23	O=[N+]([O-])c1c(NCc2ccccc2)cc(N2CCc3ccccc3C2)c2nonc12	3	18	-1	0.3	-8	-0.4	9	0.7	-1
24	COc1c(C)cc(S(=O)(=O)NCc2ccco2)c(C)c1C	1	15	-17	-0.1	-10	-0.6	-8	2.2	-3

Reprinted at random: two records from the list
no.	structure	OXTR potentiate	M1 PAM parental	CHO parental Ca	V1aR counter	CHO-K1 Ca antag	OXTR ag	TAAR1 antagonist	CHO-K1 Ca ag	GPR7 antagonist
13	N/C(=N\OC(=O)c1cccc(Cn2cc(C(F)(F)F)ccc2=O)c1)c1ccc(Cl)cc1	0	11	-16	4.7	-4	1.7	-2	0.2	-9
22	Cc1cnc(NC2=NCCC2)s1	-10	17	-3	-0.3	4	-0.7	-9	0.1	-18

The list continues:
no.	structure	OXTR potentiate	M1 PAM parental	CHO parental Ca	V1aR counter	CHO-K1 Ca antag	OXTR ag	TAAR1 antagonist	CHO-K1 Ca ag	GPR7 antagonist
25	O=C(CN1CCC(n2nnc3cc(F)ccc32)CC1)NCCc1nc2ccccc2[nH]1	-6	3	-12	0.0	-21	-0.6	6	0.5	-10
26	CC(C)=CCN1CCN(Cc2ccc(C)s2)CC1CCO (stereo unspecified)	4	-19	-11	0.4	12	0.8	4	0.9	2
27	COc1ccc(C(=O)NC(=S)Nc2ccc(Cc3ccncc3)cc2)cc1	-11	22	-19	6.5	-9	4.1	9	4.8	-9
28	CC(C)CCNC(=O)C(C)N(C(=O)Cn1nnc(-c2ccc(F)cc2)n1)C1CCCC1 (stereo unspecified)	-1	25	-14	0.3	-7	-1.1	-7	1.5	-12
29	CC1(C(=O)NS(=O)(=O)C2CC2)CCCN(C(=O)c2ccccc2)C1 (stereo unspecified)	·	-15	·	·	14	·	-12	-0.2	·
30	CCC1CCCCN1C(=O)CSc1nnc(-c2cccs2)o1 (stereo unspecified)	-1	19	-19	-0.1	0	-0.9	7	4.5	-16
31	CCCCCCCC1CC(/C(C)=N/NC(N)=O)OC1=O (stereo unspecified)	-2	10	-6	0.5	-12	-0.4	-18	0.2	-6
32	CCOc1cc(C(=O)N/N=C/c2ccsc2)cc(OCC)c1OCC	-6	17	-14	-1.0	-10	-0.4	10	0.8	-5
33	Oc1ccc(-c2nnc(Nc3ccccc3)c3ccccc23)cc1	0	22	-7	0.3	-3	-1.8	-11	0.4	-13
34	O=C(Nc1cccc(Cl)c1)NC1CCN(C2CCCCC2)C1 (stereo unspecified)	-14	22	-18	-1.1	-16	4.4	5	3.2	-3
35	COCCNC(=O)C(c1ccccc1C)N(C(=O)Cn1nnc2ccccc21)c1cccnc1 (stereo unspecified)	-5	-4	-21	0.5	4	-0.2	-16	-0.1	-11
36	Cc1cccc2c1-c1sc(C(=O)NCCCN3CCCC(C)C3)cc1CO2 (stereo unspecified)	-11	16	-14	8.5	-16	4.9	5	5.6	12

Next part
no.	structure	OXTR potentiate	M1 PAM parental	CHO parental Ca	V1aR counter	CHO-K1 Ca antag	OXTR ag	TAAR1 antagonist	CHO-K1 Ca ag	GPR7 antagonist
37	CC(=O)Nc1ccc(S(=O)(=O)c2ccc(N)cc2)cc1	0	21	-4	0.1	-12	-0.2	3	0.6	-5
38	CCC(Sc1ncccc1C(=O)OC(C)C)C(=O)NCc1ccco1 (stereo unspecified)	4	13	-27	-1.0	-5	-1.6	6	-0.4	2
39	CC(=O)Nc1ccc(S(=O)(=O)N2CCCN(c3nc(C)cc(C)c3C#N)CC2)cc1	-7	3	-16	1.3	-4	0.1	-1	1.4	1
40	COc1ccc(NC(=O)CCNC(=O)c2ccco2)cc1S(=O)(=O)N(C)C	1	14	1	0.3	-11	0.0	4	0.8	-13
41	CN(C)c1ccc(C2/C(=C(/O)c3ccc(Br)cc3)C(=O)C(=O)N2C)cc1 (stereo unspecified)	-1	5	-11	1.0	-8	0.5	-15	0.4	-12
42	O=C(O)c1ccc(N/N=C/C(Br)=C/c2ccccc2)cc1	-5	-9	17	4.7	12	5.2	60*	0.3	-1
43	Nc1ncc(S(=O)(=O)c2ccc(Cl)cc2)c(N)n1	-11	21	-3	1.5	-11	0.2	-13	1.9	11
44	CCC(C)NC(=O)CSc1nc2cc3c(cc2c(=O)n1Cc1ccco1)OCO3 (stereo unspecified)	·	8	·	·	-5	·	-9	0.7	7
45	CC(=O)c1ccc(Oc2ncnc(N)c2[N+](=O)[O-])cc1	-4	-7	-2	0.2	-11	-0.4	-15	0.3	-6
46	Cn1c(=O)c2c(nc(N/N=C/c3ccncc3)n2Cc2ccccc2)n(C)c1=O	2	18	-10	-1.1	-10	-2.3	9	0.8	-8
47	CCCn1c(=O)c(C(=O)NNC(=O)c2ccccc2Cl)c(O)c2ccccc21	-16	-1	-10	30*	-12	40*	55*	21*	-2
48	Cc1ccc(CNC(=O)C2CC(c3cc(C(F)(F)F)cc(C(F)(F)F)c3)=NO2)o1 (stereo unspecified)	-5	12	-14	-1.7	-3	-2.8	2	-0.7	·
49	Cc1nc2c(cc1NC(=O)c1ccccc1)nc(C)n2Cc1ccccc1	-5	13	-17	-0.2	-7	1.0	-2	0.7	-5
50	CC(C)c1ccc(NC(=O)C(c2ccc3c(c2)OCO3)N2CCCCC2)cc1 (stereo unspecified)	1	17	-5	0.1	-2	1.7	-8	1.0	24*

Ordered by heavy-atom count (lowest first): four of the compounds above.
no.	structure	OXTR potentiate	M1 PAM parental	CHO parental Ca	V1aR counter	CHO-K1 Ca antag	OXTR ag	TAAR1 antagonist	CHO-K1 Ca ag	GPR7 antagonist
42	O=C(O)c1ccc(N/N=C/C(Br)=C/c2ccccc2)cc1	-5	-9	17	4.7	12	5.2	60*	0.3	-1
38	CCC(Sc1ncccc1C(=O)OC(C)C)C(=O)NCc1ccco1 (stereo unspecified)	4	13	-27	-1.0	-5	-1.6	6	-0.4	2
41	CN(C)c1ccc(C2/C(=C(/O)c3ccc(Br)cc3)C(=O)C(=O)N2C)cc1 (stereo unspecified)	-1	5	-11	1.0	-8	0.5	-15	0.4	-12
47	CCCn1c(=O)c(C(=O)NNC(=O)c2ccccc2Cl)c(O)c2ccccc21	-16	-1	-10	30*	-12	40*	55*	21*	-2

Screening data deposited in PubChem BioAssay by The Scripps Research Institute Molecular Screening Center.
